RTF Ca sens act = cardiac RTF calcium sensitization; P19429+P45379; IANBD-labeled TnC RTF fluorescence at EC20 calcium; 0% EC20 calcium, 100% full calcium; activation, % at 7.2 µM; hit rate 0.24% among 340,000;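 active means activation above the mean over all tested compounds plus 3 SD, cut at about 30% in these data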;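 further: rise in fluorescence read as greater calcium sensitivity of cardiac thin filaments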
Keap1 Nrf2 FP = disrupts human Keap1 binding to Nrf2 peptide; Q14145; Keap1 Kelch-Nrf2 peptide fluorescence polarization, 1536-well; inhibition, % at 9.4 µM; hit rate 0.15% among 340,000; AID 504523; in the data active means inhibition above about 12%;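 further: human Keap1 Kelch domain with fluorescein labeled Nrf2 9mer peptide probe; 0% = neutral control wells and 100% = peptide positive control; higher means more block of Keap1 binding to Nrf2 peptide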
OPRM1-OPRD1 ag = agonists of human mu-delta opioid receptor heterodimerization | P35372+P41143 | cells, OPRM1-OPRD1 heterodimerization, luminescence | activation, % at 9.3 µM | hit rate 0.3% among 340,000; in the data active means activation above about 18%;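 further: 0% = vehicle-treated cells and 100% = reference agonist; values of inactives mirror those of a sister screen read the other way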
Target sequence (P35372 whole entry, looked up): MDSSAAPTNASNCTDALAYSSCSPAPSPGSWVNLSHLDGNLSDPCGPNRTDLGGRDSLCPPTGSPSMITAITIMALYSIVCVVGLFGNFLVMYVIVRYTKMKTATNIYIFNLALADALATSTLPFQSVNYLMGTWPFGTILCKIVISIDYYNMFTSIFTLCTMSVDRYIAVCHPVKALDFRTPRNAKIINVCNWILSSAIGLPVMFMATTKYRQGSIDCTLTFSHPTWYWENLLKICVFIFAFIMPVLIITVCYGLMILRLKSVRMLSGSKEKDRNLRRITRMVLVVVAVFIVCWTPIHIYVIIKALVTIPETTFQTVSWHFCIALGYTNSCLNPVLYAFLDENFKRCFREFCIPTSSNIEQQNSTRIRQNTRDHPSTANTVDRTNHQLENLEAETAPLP
Target sequence (P41143 whole entry, looked up): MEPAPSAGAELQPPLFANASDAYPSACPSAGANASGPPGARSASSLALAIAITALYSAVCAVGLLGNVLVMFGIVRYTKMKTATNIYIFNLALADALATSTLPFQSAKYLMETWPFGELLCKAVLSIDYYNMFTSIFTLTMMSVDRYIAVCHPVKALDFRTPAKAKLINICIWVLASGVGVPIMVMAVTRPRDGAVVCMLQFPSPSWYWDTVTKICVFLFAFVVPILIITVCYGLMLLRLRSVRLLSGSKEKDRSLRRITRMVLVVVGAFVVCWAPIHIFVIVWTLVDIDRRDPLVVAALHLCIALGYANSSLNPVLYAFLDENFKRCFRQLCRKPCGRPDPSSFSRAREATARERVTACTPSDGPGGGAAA
CAL-PDZ inh HTS = inhibitors of human CAL PDZ peptide binding; purified CAL PDZ, TMR-peptide fluorescence polarization, 1 h; inhibition, % at 24.9 µM; hit rate 0.92% among 300,000; Q9HD26; AID 602252;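 active means mean inhibition of at least 30% with at least half of replicates also reaching 30%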;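 further: 0% = DMSO neutral control and 100% = excess unlabeled competitor peptide PRC23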
V-ATPase pHluor = regulators of yeast V-ATPase proton transport; S. cerevisiae, pHLuorin cytosolic pH fluorescence; hit rate 0.37% among 350,000; response, % at 10 µM; in the data active means response mostly above about 7.3%, no sharp cut-off; inactive means mostly below about 5.4%; further: actives read high; inactives centre near 0; some compounds called inactive have numbers as strong as hits; reference of the scale not given here
RTF Ca sens inh = cardiac RTF calcium desensitization; IANBD-labeled cardiac RTF, Ca2+ fluorescence; inhibition, % at 7.15 µM; hit rate 0.12% among 340,000;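 active means inhibition above the mean inhibition of all tested compounds plus 3 SD, cut at about 17% in these data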;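 further: assay run at fixed EC70 calcium of 1.6 mM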
MOR-DOR inv ag = mu-delta opioid heterodimer inverse agonism; cell-based MOR-DOR heterodimer luminescence; inhibition, % at 9.3 µM; hit rate 0.21% among 340,000; AID 504357; in the data active means inhibition above about 22%, passing the limit was not always enough;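 further: 0% = cells with DMSO and 100% = wells without cells with DMSO; values of inactives mirror those of a sister screen read the other way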
HTR5A ag ctr = counter-screen for OPRM1-OPRD1 agonists: human HTR5A agonism | P47898 | HTR5A agonist assay, luminescence, cell-based | activation, % at 9.3 µM | hit rate 0.61% among 340,000; in the data active means activation mostly above about 9.5%, no sharp cut-off; inactive means mostly below about 7.6%;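 further: 0% = cells with vehicle only and 100% = reference agonist; strong numbers were not always called active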
LANA DNA inh = KSHV C-LANA DNA binding inhibition. MBP-C-LANA/FAM-LBS DNA binding, fluorescence polarization. inhibition, % at 9 µM. hit rate 0.078% among 340,000;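 active means highest replicate inhibition at or above 60% at 9 µM, even if other replicates fall short; inactive means all replicates below 60% inhibition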;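 further: 0% = neutral control wells and 100% = 4 µM acridine orange control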
HTR5A inv ag = inverse agonist of human HTR5A in OPRM1-OPRD1 counter-screen; P47898; HTR5A cell line, luminescence, inverse agonism; inhibition, % at 9.3 µM; hit rate 0.083% among 340,000; AID 504634; in the data active means inhibition mostly above about 23%, no sharp cut-off; inactive means mostly below about 18%;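 further: 0% = cells with DMSO and 100% = no-cell wells with DMSO; some compounds called inactive have numbers as strong as hits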
* hit, by the source's call; nt = not tested or not shown.

SMILES	RTF Ca sens act	Keap1 Nrf2 FP	OPRM1-OPRD1 ag	CAL-PDZ inh HTS	V-ATPase pHluor	RTF Ca sens inh	MOR-DOR inv ag	HTR5A ag ctr	LANA DNA inh	HTR5A inv ag
Cc1c(Cl)cnn1CC(=O)NC1C(=O)N2C(C(=O)O)=C(CSc3nnnn3C)CSC12 (stereo not drawn)	0	-9	-1.7	nt	-2	0	9	5	-0.1	41
COC(=O)c1c(SCC(=O)NC2CCCCC2)[nH]c2ccccc2c1=O	-6	-13	-2.8	31*	-3	-7	14	-6	-1.9	22
COc1ccccc1N1CCN(c2ccc(-c3ccccc3)nn2)CC1	-1	1	-2.4	-4	1	7	13	4	0.9	0
O=C(C1CCN(S(=O)(=O)c2ccc(Br)s2)CC1)N1CCCCC1	-4	3	1.3	0	-2	-9	-10	7	-0.2	-22
COc1ccc(C2c3c(oc4ccccc4c3=O)C(=O)N2CCN2CCOCC2)cc1OC (stereo not drawn)	7	-1	-1.4	-10	-2	-2	7	-2	-0.6	6
Cc1ccc(N(CC(=O)N/N=C/c2ccc(OCC(N)=O)cc2)S(C)(=O)=O)cc1Cl	6	1	-0.1	6	5	-8	1	-1	-1.6	2
Cc1occc1C(=O)NNC(=O)c1ccccc1Br	9	2	-0.6	-2	0	1	3	0	-2.8	-1
COc1cccc(CNC(=O)CN2C(=O)CC(c3ccccc3)=Nc3ccccc32)c1	-1	1	-2.2	-3	4	-6	10	3	-0.6	9
CCOP(=O)(OCC)C(NC(=O)c1ccc(OC)c(OC)c1)c1ccccc1 (stereo not drawn)	4	-6	-0.4	5	-4	-9	2	-1	1.6	2
COc1cc(C(=O)NC(=S)NNC(=O)c2ccc3c(c2)OCO3)cc(OC)c1OC	1	3	-4.3	-7	1	-3	22	-6	-1.2	9
Clc1ccc(OCCn2cnc3ccccc32)cc1	-3	-2	-2.8	-5	-2	-5	12	-5	-1.7	11
Cc1ccc(S(=O)(=O)N2CCCC2C(=O)Nc2nc3c(s2)CCCC3)cc1 (stereo not drawn)	7	-3	0.0	nt	-2	1	0	2	-0.4	-8
CC(=O)Nc1cc(C(=O)N2CCN(C)CC2)ccc1S(=O)(=O)c1ccc(C)cc1	-1	5	-1.4	-8	-5	-2	8	-3	-1.5	-13
CC(C)CC(N)C(=O)OCc1ccc([N+](=O)[O-])cc1 (stereo not drawn)	-3	-4	-2.7	2	-1	-2	13	-3	-0.2	-11
CN1CCCN(C(=O)c2cc(-c3cccc4ccccc34)nc3ccccc23)CC1	6	-2	-2.0	6	4	-4	10	3	-0.6	3
CCOC(=O)CC1=CCc2c1ccc(OC)c2OC	1	0	-2.6	-4	2	0	13	0	-0.5	0
NC(=O)C1(N2CCCCC2)CCN(Cc2nc(-c3cccs3)no2)CC1	-1	3	-2.4	1	-2	-2	13	0	0.3	-22
CN(C)c1ccc(NC(=O)CN2C(=O)c3ccccc3C2=O)cc1	-2	0	-2.0	-7	0	3	9	1	1.4	-4
CN(C(=O)COC(=O)C1CCN(S(=O)(=O)c2c(Cl)cccc2Cl)CC1)C1CCS(=O)(=O)C1 (stereo not drawn)	-1	-5	-0.6	1	-1	-14	4	1	0.8	-3
O=C(NCc1ccncc1)C(=O)Nc1nccs1	-2	5	-1.4	nt	-1	-3	7	-1	-1.2	-16
O=C(CCN1CCN(c2ccccc2)CC1)Nc1cccc(Br)c1	3	-5	2.2	nt	-3	-3	-12	3	1.4	-6
Cc1c(C)n2c(SCC(=O)Nc3ccc4c(c3)OCCO4)nnc2[nH]c1=O	-3	4	-1.4	-2	-3	-3	9	8	1.2	-22
COC(=O)c1c(C)[nH]c(C(=O)OCC(=O)c2ccc(C)s2)c1C	3	-1	-0.8	9	-2	-7	4	2	1.3	-6
O=C1CC(N2CCC(C(=O)N3CCCCC3)CC2)C(=O)N1 (stereo not drawn)	-1	-1	-3.5	-7	-4	0	15	0	0.9	25
CC(=O)N1CCc2c(sc(NC(=O)CCS(=O)(=O)c3ccccc3)c2C(N)=O)C1	-5	-1	-4.4	-1	0	-3	23	4	1.2	-8
Fc1ccccc1/C=N/n1c(COc2ccccc2)n[nH]c1=S	-3	2	-2.6	-11	-2	2	12	-1	0.8	2
COc1ccc(CN(Cc2cc3cc(OC)c(OC)cc3[nH]c2=O)C(=O)NC2CCCCC2)cc1	9	-2	-1.3	-2	-2	-5	7	7	0.8	-17
O=C(O)C1OC(C(=O)O)C2C1C(F)(F)C2(F)F (stereo not drawn)	3	6	-0.3	-3	-2	-2	2	-2	-1.1	5
COc1ccccc1OCCC(=O)OCC(=O)Nc1ccc(Br)cc1F	-1	-3	-1.8	54*	1	-10	9	-3	1.7	15
CC(=O)Nc1ccc(OCC(=O)NC(C)c2ccc(F)cc2)cc1 (stereo not drawn)	2	-4	-2.2	-4	1	-4	11	-5	0.7	14
Cn1nc(-c2ccc(C(=O)Nc3ccc(F)cc3)cc2)c2ccccc2c1=O	nt	-2	nt	-5	1	nt	nt	nt	1.1	nt
Cc1ccc(-c2cc(-c3nnc(SCC(=O)NC(C)C(C)C)n3N)c3ccccc3n2)cc1 (stereo not drawn)	3	3	1.0	0	1	-4	-6	3	-0.7	4
CC(C)(C)c1ccc(C(=O)NC(=O)CSc2n[nH]c(N)n2)cc1	2	-4	1.4	-5	9	-4	-6	-6	0.0	16
CCOc1ccccc1NC(=O)COC(=O)C12CC3CC(CC(O)(C3)C1)C2	3	1	-0.5	-4	14	-5	2	3	0.5	-6
CCc1ccc(NC(=O)CS(=O)CC(=O)Nc2ccc(N3CCOCC3)cc2)cc1 (stereo not drawn)	-4	-1	-1.2	3	5	-7	6	-2	-1.0	4
COC(=O)CSc1nccc(-c2ccc(F)cc2)c1C#N	-1	0	0.4	4	4	-7	-2	2	0.5	-6

The list goes on (2 carried over from the part before).
SMILES	RTF Ca sens act	Keap1 Nrf2 FP	OPRM1-OPRD1 ag	CAL-PDZ inh HTS	V-ATPase pHluor	RTF Ca sens inh	MOR-DOR inv ag	HTR5A ag ctr	LANA DNA inh	HTR5A inv ag
CCc1ccc(NC(=O)CS(=O)CC(=O)Nc2ccc(N3CCOCC3)cc2)cc1 (stereo not drawn)	-4	-1	-1.2	3	5	-7	6	-2	-1.0	4
COC(=O)CSc1nccc(-c2ccc(F)cc2)c1C#N	-1	0	0.4	4	4	-7	-2	2	0.5	-6
COc1ccc(OC)c(Nc2nc(N(C)c3ccccc3)nc(N)c2[N+](=O)[O-])c1	0	0	-2.1	-2	0	-4	11	1	-0.6	-3
CCN1CCN(CCCNC(=O)C2CCN(c3nnc(-n4c(C)ccc4C)s3)CC2)CC1	5	0	-1.8	nt	9	-4	9	6	-0.4	-18
CC(=O)C(Sc1nc(NC(C)(C)C)nc(N(C)C)n1)C(C)=O	4	5	1.9	19	-1	-11	-11	3	-0.7	-13
Cc1ccc(N2C(=O)CSC2c2ccc3c(c2)OCO3)cc1 (stereo not drawn)	3	0	-2.0	-3	-2	0	11	3	-0.3	-34
O=C(O)c1ccc(N2CC3CC(C2)c2cccc(=O)n2C3)c(NS(=O)(=O)c2cccc(C(F)(F)F)c2)c1 (stereo not drawn)	6	-6	-1.9	nt	4	-10	10	-1	-0.5	18
CCCC(=O)Nc1ccc(C(=O)NNC(=O)c2cccs2)cc1	-1	2	-2.6	-1	-1	-2	14	-2	2.7	15
COCCCNC(=O)COc1ccc(Br)cc1Cl	2	0	-0.7	-5	-4	-7	4	0	-0.1	23
CC1CCC(C(C)C)C(OP(=O)(c2ccccc2)C(O)c2ccncc2)C1 (stereo not drawn)	-2	-2	-1.6	nt	3	-6	8	1	-0.4	5
CC(=O)N[C@H]1C[C@@H]1c1ccccc1	-5	4	-1.6	9	-8	-11	7	1	0.9	-14
CCCCSCCCNC(=O)c1ccc2c(c1)N(CC)C(=O)c1ccccc1S2=O (stereo not drawn)	-1	-4	1.3	-7	1	-2	-6	4	2.6	-14
Cc1nnsc1C(=O)Nc1ccc(S(=O)(=O)N2CCCC(C)C2)cc1 (stereo not drawn)	-1	-4	1.1	nt	-3	-1	-5	2	-2.1	-7
COc1ccc(C(C#N)C2(C)OCCO2)cc1OC (stereo not drawn)	0	-2	1.2	9	4	4	-7	0	2.6	0

Whole records, quoted from the list.
Listed for `COc1ccc(OC)c(Nc2nc(N(C)c3ccccc3)nc(N)c2[N+](=O)[O-])c1` = RTF Ca sens act = 0; Keap1 Nrf2 FP = 0; OPRM1-OPRD1 ag = -2.1; CAL-PDZ inh HTS = -2; V-ATPase pHluor = 0; RTF Ca sens inh = -4; MOR-DOR inv ag = 11; HTR5A ag ctr = 1; LANA DNA inh = -0.6; HTR5A inv ag = -3
Listed for `CC(=O)N[C@H]1C[C@@H]1c1ccccc1` = RTF Ca sens act = -5; Keap1 Nrf2 FP = 4; OPRM1-OPRD1 ag = -1.6; CAL-PDZ inh HTS = 9; V-ATPase pHluor = -8; RTF Ca sens inh = -11; MOR-DOR inv ag = 7; HTR5A ag ctr = 1; LANA DNA inh = 0.9; HTR5A inv ag = -14

Next part:
SMILES	RTF Ca sens act	Keap1 Nrf2 FP	OPRM1-OPRD1 ag	CAL-PDZ inh HTS	V-ATPase pHluor	RTF Ca sens inh	MOR-DOR inv ag	HTR5A ag ctr	LANA DNA inh	HTR5A inv ag
C[C@@H]1CN([C@@H](C)CO)C(=O)c2cccc(NS(=O)(=O)c3cccs3)c2O[C@H]1CN(C)Cc1ccc(C(F)(F)F)cc1	-2	2	-2.5	-2	-1	-31	14	2	1.2	2
COc1ccc(C(=O)C2CCCN(Cc3ccc(C#CCCO)cc3)C2)c(OC)c1 (stereo not drawn)	-2	0	-1.4	-2	-4	-23	7	2	-1.5	5
CSc1nc(Sc2cccc(Cl)c2)c2ccccc2n1	4	2	-1.9	3	-2	4	11	2	-0.5	-6
CCOC(=O)CC1C(=O)NCCN1Cc1cccc(C(F)(F)F)c1 (stereo not drawn)	3	-5	-0.3	nt	5	-10	2	1	-0.3	-3
CCOCCCNC(=S)NCCCNc1nc2c(C)c(C)ccc2cc1C#N	0	1	-0.1	nt	-3	4	0	5	-0.9	-12
COc1cc(CNCc2cccc3ccccc23)cc(OC)c1	-6	-1	0.5	4	2	-2	-2	2	2.4	-6
CCNS(=O)(=O)c1ccc(CCC(N)=O)cc1	-7	0	-0.7	-4	1	-4	4	3	-1.4	-8
CCC(C)[C@@H](CN)NCC1(c2ccccc2)CC1 (stereo partly drawn)	-2	-2	-2.2	-5	-3	-12	13	7	0.6	-18

Screens as filed in PubChem BioAssay.
